Bioassay records as filed in PubChem.
14-3-3 Bad inh: disrupts binding of bovine 14-3-3 zeta to phospho-Bad peptide. inhibition, % at 21.7 µM. TR-FRET 14-3-3zeta/Dy647-pBad peptide displacement, 1 h. P63103. AID 781. 220,000 tested, 0.71% active;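 active = inhibition above about 70%, limit read from the data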;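 note: 0% = full 14-3-3 plus peptide FRET controls and 100% = background without 14-3-3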
thrombin 1536: thrombin (human) inhibition | inhibition, % at 5 µM | 220,000 tested, 0.26% active | P00734 | AID 1046 | alpha-thrombin, Boc-VPR-AMC fluorogenic substrate cleavage;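 active = inhibition at or above 40%; inactive = inhibition below 40%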;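 note: 0% = enzyme with no compound and 100% = wells without enzyme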
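Material: human alpha-thrombin enzyme / Medium: pH 7.5 Tris (50 mM) with NaCl 150 mM, Tween 20 0.05% / Compound: single-point dosing at 5 µM, 0.2% DMSO / Incubation: enzyme reaction carried out at room temperature / Detection: AMC fluorescence, 355/460 nm / Read-out basis: percent inhibition scaled between no-compound controls and no-enzyme blanks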
KLK5 inh: inhibitors of human kallikrein 5 | Q9Y337 | 210,000 tested, 0.59% active | recombinant hK5, fluorogenic AMC substrate cleavage | AID 873 | inhibition, % at 5 µM;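 active = inhibition of 40% or more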;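 note: 0% = enzyme controls without compound and 100% = no-enzyme blanks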
Rad51 HR inh: Rad51 (human) homologous recombination inhibition; 200,000 tested, 0.085% active; inhibition, % at 10 µM; hRad51 DNA strand exchange, fluorescence dequenching; AID 1385;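 active = inhibition above 40% at the single screening dose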;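 note: 0% = DMSO control wells and 100% = blanks with heterologous ssDNA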
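Material: hRad51 filaments on single-stranded DNA; Reagent: Donor/quencher-labelled 47-bp dsDNA substrate; Compound: 10 µM final, single point; Schedule: 37 °C 15-min filament assembly, 30-min compound preincubation, 15-min exchange; Technique: FRET fluorescence, excitation 485 nm, emission 520 nm; Benchmarks: control wells and blank wells on each plate.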
NCF1 inh: blocks human p47phox regulatory protein of NADPH oxidases; P14598; p47phox/p22phox peptide binding, fluorescence polarization, 2 h; inhibition, % at 24.7 µM; 220,000 tested, 0.53% active; AID 1274;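 note: 0% = p47phox with labelled peptide and 100% = labelled peptide alone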
Target sequence (P14598 whole entry, looked up): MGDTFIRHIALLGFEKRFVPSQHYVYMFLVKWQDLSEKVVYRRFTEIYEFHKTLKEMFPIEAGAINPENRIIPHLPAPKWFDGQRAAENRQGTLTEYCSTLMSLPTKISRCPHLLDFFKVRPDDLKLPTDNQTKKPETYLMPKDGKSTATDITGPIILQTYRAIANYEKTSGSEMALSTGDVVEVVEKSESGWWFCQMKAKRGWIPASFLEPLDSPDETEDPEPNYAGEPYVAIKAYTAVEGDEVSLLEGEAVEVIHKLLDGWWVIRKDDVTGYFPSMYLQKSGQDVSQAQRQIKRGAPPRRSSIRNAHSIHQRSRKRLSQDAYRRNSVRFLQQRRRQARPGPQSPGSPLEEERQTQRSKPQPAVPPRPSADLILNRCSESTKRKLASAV
EBV gp42 block: EBV gp42 inhibition; Q1HVG2; Fluorescence polarization binding assay, mP read-out; inhibition, % (tested at 21.74 µM); 220,000 tested, 0.42% active; in the data active = inhibition above about 50%
Furin inhibitor: human furin inhibition | inhibition, % at 30 µM | 220,000 tested, 0.061% active | P09958 | purified furin, fluorogenic substrate cleavage; in the data active = inhibition above about 25%; note: inactives centre near -15
Target sequence (P09958 108-714 limits assumed): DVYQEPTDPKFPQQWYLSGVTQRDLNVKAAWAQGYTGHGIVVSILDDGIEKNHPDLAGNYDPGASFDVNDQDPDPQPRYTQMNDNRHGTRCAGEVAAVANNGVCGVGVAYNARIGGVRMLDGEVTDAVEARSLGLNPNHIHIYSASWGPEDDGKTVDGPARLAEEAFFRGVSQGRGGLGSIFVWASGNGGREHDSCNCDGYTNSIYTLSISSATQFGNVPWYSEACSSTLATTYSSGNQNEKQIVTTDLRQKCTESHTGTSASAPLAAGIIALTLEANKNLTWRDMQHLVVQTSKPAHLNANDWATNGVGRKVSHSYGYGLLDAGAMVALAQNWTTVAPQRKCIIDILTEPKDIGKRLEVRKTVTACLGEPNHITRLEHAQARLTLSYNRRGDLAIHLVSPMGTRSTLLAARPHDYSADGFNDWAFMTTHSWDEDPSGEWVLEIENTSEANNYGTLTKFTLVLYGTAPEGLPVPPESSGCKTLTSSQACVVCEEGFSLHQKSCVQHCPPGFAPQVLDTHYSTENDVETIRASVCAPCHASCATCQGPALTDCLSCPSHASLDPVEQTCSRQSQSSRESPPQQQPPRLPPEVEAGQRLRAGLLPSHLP
eIF4E-4G inh: eIF4E/eIF4G interaction inhibition in translation initiation; TR-FRET eIF4E-eIF4GI(517-606) binding, 2 h; 220,000 tested, 0.37% active; inhibition, % at 21.7 µM; P63073+Q04637; AID 782;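 note: 0% = full FRET control wells and 100% = background wells lacking eIF4GI fragment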
KCC2 mod: modulates chloride dependent transport by human KCC2. B-score of Tl+ flux slope (higher = more flux/activation; lower = inhibition) at 10 µM. Q9H2X9. 190,000 tested, 2.2% active. KCC2 cells, thallium flux FluoZin-2 fluorescence. AID 1456;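 active = thallium flux slope and its plate-corrected score both differing from the plate sample mean at a set confidence after two filtering rounds, in either direction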;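 note: slope of fluorescence scaled to starting intensity during 10 to 20 s after thallium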
Starred values were filed as active, the others as inactive; . = no result given; [ ] = dose if it differs, or a comment.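 Rule for the calls, unless noted: active = inhibition above about 30% (limit read from the data); inactive = the rest.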

Order of results – 14-3-3 Bad inh	thrombin 1536	KLK5 inh	Rad51 HR inh	NCF1 inh	EBV gp42 block	Furin inhibitor	eIF4E-4G inh	KCC2 mod
CCC(CO)NC1=CC(=O)CCC1 (stereo not drawn)
  -11	-12	1	14	-1	-4	-13	0	0.06
COc1ccc(C(=O)Nc2cc(C)on2)cc1
  6	0	-14	-5	4	-1	-10	-6	0.38
Cc1cc(Cl)ccc1OCC(=O)Nc1nc(-c2cccnc2)cs1
  -4	14	4	-16	-5	-9	-13	-3	0.53
COc1ccc(CNC(=S)N2CCN(S(=O)(=O)c3cccc(F)c3)CC2)cc1
  5	-3	2	5	-11	-16	-27	-7	0.95
CCOC(=O)N1CCN(C(=O)CCCn2c(=S)[nH]c3ccsc3c2=O)CC1
  -14	-7	4	-14	-4	-12	-18	-1	-0.63
CCN(CC)C(=O)CCSc1nnc(-c2ccncc2)o1
  -15[fluorescence artefact?]	0	-17	3	-16	-7	-18	-1[fluorescence artefact?]	0.13
O=C(NCc1ccccc1)C(c1ccc(F)cc1)N(Cc1cccs1)C(=O)c1cnccn1 (stereo not drawn)
  -5[fluorescence artefact?]	0	-7	.	-9	-6	-25	3	-0.28
Cc1cc(C)c(C)c(OCC(=O)N2CCOCC2)c1
  -14[fluorescence artefact?]	5	-1	-11	4	-11	-17[20 µM]	-12	0.011
COc1ccc(OC)c(N2C(N)=C(C#N)C(c3ccc(OC)c(O)c3)C3=C2CC(C)(C)CC3=O)c1 (stereo not drawn)
  0	-1	2	8	-2	-12	-28	-3	.
O=C(Oc1ccc2ccccc2c1Br)N1CCCCCC1
  1	1	-2	3	-3	-28	-9	2	-1.1
COc1ccccc1NC(=O)OCC#CCOC(=O)Nc1ccccc1OC
  4	-3	-1	7	5	-6	-21	1	-0.26
COc1ccc(-n2nc(N)c(C(N)=O)n2)cc1
  17	.	-6	-5	-5	-4	-113	4	0.68
Cc1ccc(C(=O)COC(=O)C2CC(=O)N(c3nc(-c4ccccc4)cs3)C2)cc1 (stereo not drawn)
  5	1	-1	2	-27	-8	-10[20 µM]	-19	0.0031
COc1ccc(C)cc1NC(=O)CN1CCN(c2ccccc2F)CC1
  3	-3	15	0	-1	-10	-9	2	-0.079
O=C1c2oc3ccccc3c(=O)c2C(c2cccnc2)N1Cc1ccco1 (stereo not drawn)
  8	2	17	-2	-10	-1	-8[20 µM]	0	-0.36
NC(=O)c1c(NC(NC(=O)c2ccco2)C(=O)c2ccc(Cl)cc2)sc2c1CCCC2 (stereo not drawn)
  -20	1	-32	-1	-19	16	-19[20 µM]	-16	0.36
CCC1(CC)N([O-])C(C)=C(c2ccccc2)[N+]1=O
  -1	0	3	7	2	5	-15[20 µM]	5	-0.2
Cc1ccc(-c2nnc(-c3cc(C)on3)o2)cc1
  -1	-1	2	17	-9	-5	-16	2	-0.89
CC(=O)N1C(c2ccccc2O)C[C@]2(C)CC(=O)NC12 (stereo partly drawn)
  -3	2	1	-59	-24	-10	-22	1	0.72
Cn1ccnc1SCC(=O)c1ccc(Cl)cc1
  -3	-2	-10	5	-7	-9	-22	-1	0.28
Cn1c(/C=C(\C#N)C(N)=S)ccc1-c1ccc(Br)cc1
  4	5	-8	-8	-2	1	-14	-3	-0.58
COc1ccc(CNn2c(C)nc3ccccc3c2=O)cc1
  10[fluorescence artefact?]	-2	-22	-8	1	-4	-21	4[fluorescence artefact?]	0.027
O=C(CSc1nnnn1Cc1ccccc1)Nc1ccccc1
  0	1	1	-15	-8	-6	-19	2	-1.4
Cc1nc2c(C)cccn2c1/C(O)=C1\C(=O)C(=O)N(CCN(C)C)C1c1ccco1 (stereo not drawn)
  1	-10	-11	-12	-15	-8	-25	1	-0.17
CCOC(=O)CCCNC(=O)CCNC(=O)c1ccc(OC(C)C)cc1
  -2	22	40*	-3	0	-11	-9	-9	.
COC(=O)/C(=C/c1ccc2c(c1)c1ccccc1n2C)NC(=O)c1ccccc1
  -4	-9	-6	-4	-43	-50	-16	1	-0.47
COc1ccc2cc(CN(Cc3ccco3)Cc3nnnn3C3CCCCC3)c(=O)[nH]c2c1
  -11	1	-15	3	-14	-22	-7	2	0.021
CS(C)(=O)=NS(=O)(=O)c1ccc(Cl)cc1
  -5[fluorescence artefact?]	3	-4	2	-10	-5	-24	4[fluorescence artefact?]	-0.56
CCOC(=O)CN1C(=O)CN(c2ccc(C)cc2)C1=O
  3	-13	-13	2	0	2	-19	-6	-0.31
CCCn1nc(C(=O)Nc2ccc(S(=O)(=O)Nc3nccs3)cc2)c2ccccc2c1=O
  8[fluorescence artefact?]	0	10	3	-56	-5	-6[20 µM]	0	-1.6
COc1cc(OC)cc(C(=O)Nc2ccc(S(=O)(=O)Nc3ncccn3)cc2)c1
  -4	.	-7	2	-1	-3	-5	-4	0.084
Cn1c(-c2c(N)n(C3CCCC3)c3nc4ccccc4nc23)nc2ccccc21
  -2	-3	-3	-18	-25	1	-11	1	1.7
O=S(=O)(c1ccc(Cl)cc1)N1c2ccccc2Oc2nc3ccccc3nc21
  -8[fluorescence artefact?]	-2	-9	.	-25	-4	-19[20 µM]	2[fluorescence artefact?]	-0.17
CCOC(=O)C1CCN(S(=O)(=O)c2ccc(CC)cc2)CC1
  3	-10	-11	-4	-7	-6	-27	10	-0.56
O=C(CSc1nc2[nH]ncc2c(=O)[nH]1)c1ccccc1
  -10	-2	3	-1	-12	-22	-14	1	1.2
CCOC(=O)c1[nH]c2ccccc2c1NC(=O)NC(C)C
  1	-7	-6	9	-4	-13	-11	5	-0.11
COc1cc(OC)c(OC)cc1/C=N/n1c(C)nnc1C
  0[fluorescence artefact?]	3	7	-5	-4	-11	-11	0	0.027
O=C(CC1SC(=Nc2ccccc2)N(CCO)C1=O)Nc1ccccc1 (stereo not drawn)
  -4	-5	1	2	-6	7	-18	0	-0.98
CCSc1n[nH]c2nc3c(c(=O)n12)C1(CCCC1)Cc1ccccc1-3
  4[fluorescence artefact?]	1	-57	-8	-19	-19	-30[20 µM]	2	-0.84
O=C(c1cccc(F)c1)n1nnc2ccccc21
  1	-1	9	9	-3	-11	-18[20 µM]	-3	-0.055
NC(=O)c1ccc([N+](=O)[O-])cc1SCc1ccccc1
  -11	-6	29	3	1	1	-25[20 µM]	-1	-2.3
CCC(CC)C(=O)c1c[nH]c(C(=O)NCc2ccncc2)c1
  -4	-9	-15	-45	6	1	-12	-3	-1.6
Fc1ccccc1-c1[nH]ncc1-c1nnnn1-c1ccccc1
  -5	-11	-8	-2	-6	-3	-11	0	-0.053
CCCn1c(=O)c2ccccc2n2c(SCC(=O)NCc3cccs3)nnc12
  0	-10	-4	0	-8	-7	-15	3[fluorescence artefact?]	-0.11
Cc1ccc(-n2c(=O)c3c4c(sc3n(Cc3cc(=O)n5ccccc5n3)c2=O)CCC4)cc1C
  -10	-12	-29	5	-12	-11	-8	3	0.58
Cc1ccccc1S(=O)(=O)Nc1nc2ccccc2nc1N1CCc2ccccc2C1
  4	-8	-11	0	-4	-6	-26	7	1.6
O=C(NNc1nc2c(F)cccc2s1)C1=COCCO1
  -15	-8	-14	-1	-1	-19	-29	-2	0.027
O=C(Nc1ccccc1)c1ccc(S(=O)(=O)N2CCCCC2)cc1
  -6	0	0	10	-2	4	-8	-3[fluorescence artefact?]	1.2
COc1cc(/C=N/Nc2ccc(Cl)c(C(=O)O)c2)ccc1OC(=O)c1ccco1
  -5	-4	-2	-24	-5	4	-2	-4	0.99
CCN(CC)c1ccc(C(=O)OCC(=O)NC2CCCCC2C)cc1 (stereo not drawn)
  -14[fluorescence artefact?]	-4	-7	-8	1	-5	-12[20 µM]	-11	-0.63
CNC(=O)CC(C(=O)O)c1ccc(OCC(C)C)cc1 (stereo not drawn)
  -11	-1	0	.	-11	6	-25[20 µM]	4	0.62
Fc1ccc(-c2csc(=S)[nH]2)cc1
  -7	1	-11	11	-5	-17	-22	-1	83*
CCOC(=O)c1sc(NC(=O)/C=C/c2cnn(CC)c2C)c(C(=O)OCC)c1C
  -4	-1	4	1	9	8	-14[20 µM]	1	-0.29
CCN(Cc1ccncc1)C(=O)CSc1ccc2ccccc2c1
  -9	-5	-3	1	6	-7	-13	0	-2.4
CCOc1ccc(NC(=O)CN(C)Cc2cc(=O)n3c(-c4ccccc4)csc3n2)cc1OCC
  -17	0	-11	-4	-10	-2	-7	7	-1.1
COc1ccc(C2C(C(=O)Nc3ccc4c(c3)OCCO4)c3ccccc3C(=O)N2C)cc1 (stereo not drawn)
  1	-5	-6	-5	0	-22	-13[20 µM]	1[fluorescence artefact?]	0.53
COc1ccc(-c2cc(C#N)nc(Oc3ccc(Cl)cc3)n2)cc1
  -58	15	1	-11	-10	-1	-11	-2[fluorescence artefact?]	0.13
CCc1nnc(NC(=O)C(NS(=O)(=O)c2ccc3c(c2)OCCO3)C(C)C)s1 (stereo not drawn)
  3[fluorescence artefact?]	-3	-12	-6	0	-13	-24	6[fluorescence artefact?]	2.1
O=C1OC(Cc2ccccn2)C(=O)C1=C1SCCS1 (stereo not drawn)
  -5[fluorescence artefact?]	-2	-2	.	-13	7	10	-2	0.12
Cc1cccc(NC(=S)NC2CC3C=CC2C3)c1 (stereo not drawn)
  -5	-8	1	.	-2	-10	-23	-3	2.1

Continuation:
Order of results – 14-3-3 Bad inh	thrombin 1536	KLK5 inh	Rad51 HR inh	NCF1 inh	EBV gp42 block	Furin inhibitor	eIF4E-4G inh	KCC2 mod
Cc1ccc(O)c(-c2cc(-c3ccccc3C)[nH]n2)c1
  -1	9	50*	.	-7	0	-14[20 µM]	4	-0.34
Cc1cc2c(cc1C)-c1nnc(-c3ccc4ccccc4n3)n1C(C)(C)C2
  -3	1	-14	.	2	-6	-18[20 µM]	-1	-5*
C=CCn1cc(C(=O)OCC)c(=O)c2cc(F)c(F)cc21
  2	0	3	29	0	-13	-23	-8	0.32
O=c1[nH]c(CN2CCN(c3ccccc3O)CC2)nc2scc(-c3ccccc3Cl)c12
  -4	-8	-9	-10	-40	-7	-6	-3	-0.57
Clc1ccc(-c2onc3c2CCCC3)cc1
  -12	-6	-14	2	-15	-8	-21[20 µM]	-7	.
COc1ccc2nc3cc(Cl)ccc3c(Nc3cc(C(C)C)c(O)cc3C)c2c1
  29	-2	-1	7	30	15	7	4	1.1
O=C(NCc1cccnc1)c1ccc(-c2cc(Cl)ccc2Cl)o1
  -12	-1	-1	.	-11	-20	-17	-1	0.29
Cc1c(C(=O)O)oc2ccc(S(=O)(=O)N(CC(C)C)CC(C)C)cc12
  1	-6	-10	21	-2	-14	-19	-5	-2.3
CCOC(=O)N1CCN(Cc2oc(CO)cc(=O)c2O)CC1
  11	-4	-18	5	22	5	-25	-2	1.3

One compound at a time, as listed above. Order of screens: 14-3-3 Bad inh | thrombin 1536 | KLK5 inh | Rad51 HR inh | NCF1 inh | EBV gp42 block | Furin inhibitor | eIF4E-4G inh | KCC2 mod
Cc1cccc(NC(=S)NC2CC3C=CC2C3)c1 (stereo not drawn) is entered as -5 | -8 | 1 | . | -2 | -10 | -23 | -3 | 2.1
CCOC(=O)c1[nH]c2ccccc2c1NC(=O)NC(C)C is entered as 1 | -7 | -6 | 9 | -4 | -13 | -11 | 5 | -0.11
CCOc1ccc(NC(=O)CN(C)Cc2cc(=O)n3c(-c4ccccc4)csc3n2)cc1OCC is entered as -17 | 0 | -11 | -4 | -10 | -2 | -7 | 7 | -1.1
